IEC-6 tox – counter-screen for KLF5 inhibitors: cytotoxicity in IEC-6 cells; IEC-6 cytotoxicity, luminescence viability; inhibition, % at 5 µM; 290,000 compounds, 0.78% hits; AID 1825; in the data active means inhibition above about 22%;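 further: 0% = plate median of test compound wells and 100% = cytotoxic reference compound wells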
HSF1 inh – HSF1 inhibition; 300,000 compounds, 0.77% hits; NIH3T3-HGL HSE-luciferase, MG132-induced, luminescence 8 h; stronger effect = lower value; activity change, negative = inhibition, % at 7.5 µM (by protocol);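 active means more than half of replicate wells show activity change below -50%, luminescence cut by over half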;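 further: luciferase reports HSF-1 transcriptional activity via heat shock element; 0% = median of DMSO wells and -100% = zero luminescence signal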
KLF5 inh – kruppel-like factor 5 inhibition | DLD-1 KLF5 promoter-luciferase reporter, luminescence | inhibition, % at 5 µM | 290,000 compounds, 0.23% hits | AID 1700;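 active means inhibition above a per-plate limit of that plate's mean compound inhibition plus 3 SD, cut at about 60% in these data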;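 further: 0% = DMSO wells and 100% = LY294002 at 200 µM; higher means less KLF5 promoter-driven luciferase light; inactives centre near -14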
HSF1 activator – increases HSF-1 driven luciferase reporter signal; 300,000 compounds, 1.7% hits; activation, % at 9 µM; NIH3T3-HGL HSF-1 luciferase reporter, MG132, 8 h; 100% = twice DMSO control signal;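 active means mean replicate activation of at least 50% with a set share of replicates each reaching 50%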;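 further: 0% = median of the neutral control wells and 100% = twice that signal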
aSyn 5UTR inh – 5' untranslated region of α-synuclein, MLPCN primary screen | alpha-synuclein 5'UTR reporter, inhibitor activity | inhibition, % (tested at 7.5 µM) | 300,000 compounds, 0.82% hits; in the data active means inhibition above about 60%;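 further: H4 neuroglioblastoma cells stably carrying SNCA 5'UTR luciferase fusion; 0% = DMSO wells and 100% = positive control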
AI-2 QS mod – modulators of Vibrio harveyi AI-2 quorum sensing system; Vibrio harveyi JMH597 AI-2 luminescence/OD600 ratio, 9 h; stronger effect = lower value; strain lacks LuxN and CqsS sensors; 0 = neutral-control median; activity change, % at 7.5 µM; 300,000 compounds, 0.4% hits; in the data active means activity change below about -75%, passing the limit was not always enough;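 further: luminescence divided by OD600 gain over 9 h not by final OD600 alone; inactives centre near 13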
PolyA inhibitor – yeast polyadenylation inhibition | 300,000 compounds, 0.02% hits | calls only at 12 µM | S. cerevisiae SKY197-pL101 polyadenylation reporter, beta-gal luminescence; efflux-impaired pdr1/pdr3 knockout yeast; score 100 = 6 SD above DMSO | AID 1875;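 active means lowest replicate activity score at least 50, where 100 means six control SD above control mean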;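 further: yeast exposed to compound for 9 h at 30 °C; higher score means more reporter readthrough which indicates perturbed polyadenylation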
HSP90 refold inh – blocks HSP90-mediated luciferase refolding in reticulocyte lysate | inhibition, % at 5.6 µM | 290,000 compounds, 0.91% hits | AID 1789 | Rabbit reticulocyte lysate, luciferase refolding luminescence, 3 h;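 active means inhibition above the screen-wide mean plus 3 SD, computed separately per campaign, cut at about 16% in these data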;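 further: 0% = DMSO wells and 100% = 60 µM geldanamycin wells; inhibitors lower the luminescence because luciferase stays unfolded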
GSK3A inh – inhibitors of human GSK-3 alpha kinase; P49840; AID 2650; ADP-Glo luminescence, 60 min; 320,000 compounds, 0.1% hits; inhibition, % at 10 µM;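 in the data active means inhibition above about 50%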;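 further: GST-tagged GSK-3 alpha with peptide substrate and 25 µM ATP; 0% = DMSO neutral wells and 100% = GW8510 positive control wells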
Target sequence (P49840 whole entry, looked up): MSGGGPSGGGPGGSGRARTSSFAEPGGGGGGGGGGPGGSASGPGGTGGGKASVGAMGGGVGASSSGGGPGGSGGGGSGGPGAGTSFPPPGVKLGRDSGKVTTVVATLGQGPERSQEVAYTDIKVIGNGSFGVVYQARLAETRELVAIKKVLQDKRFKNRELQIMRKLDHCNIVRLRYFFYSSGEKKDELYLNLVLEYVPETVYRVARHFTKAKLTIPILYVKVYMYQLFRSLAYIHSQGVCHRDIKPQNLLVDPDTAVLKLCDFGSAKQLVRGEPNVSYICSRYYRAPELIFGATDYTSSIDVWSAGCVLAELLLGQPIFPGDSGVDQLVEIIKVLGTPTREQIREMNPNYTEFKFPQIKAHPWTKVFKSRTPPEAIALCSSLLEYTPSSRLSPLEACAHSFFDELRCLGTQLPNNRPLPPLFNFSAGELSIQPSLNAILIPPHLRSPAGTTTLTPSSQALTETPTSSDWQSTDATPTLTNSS
GSK3beta inhib – inhibitors of human GSK3beta kinase | P49841 | GST-GSK3beta kinase, ADP-Glo luminescence, 60 min; stronger effect = lower value | activity score (negative = inhibition), % at 10 µM | 300,000 compounds, 0.038% hits;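 active means more than half of replicate wells score below -50%, meaning over 50% inhibition versus plate controls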;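 further: 0% = median DMSO wells and -100% = median GW8510 positive control wells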
Target sequence (P49841 whole entry, looked up): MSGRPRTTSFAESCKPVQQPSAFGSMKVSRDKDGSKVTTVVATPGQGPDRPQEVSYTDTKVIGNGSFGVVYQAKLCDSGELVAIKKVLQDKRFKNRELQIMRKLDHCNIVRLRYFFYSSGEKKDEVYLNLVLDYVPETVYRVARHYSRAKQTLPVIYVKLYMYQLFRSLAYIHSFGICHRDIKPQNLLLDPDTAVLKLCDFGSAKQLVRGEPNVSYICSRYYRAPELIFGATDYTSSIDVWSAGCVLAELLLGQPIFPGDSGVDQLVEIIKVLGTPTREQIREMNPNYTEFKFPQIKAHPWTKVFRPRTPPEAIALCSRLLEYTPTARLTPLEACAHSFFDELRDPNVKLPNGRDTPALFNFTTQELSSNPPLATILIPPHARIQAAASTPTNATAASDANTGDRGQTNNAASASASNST
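Test system: GST-fused GSK3beta enzyme, cell-free | Quantity: 1.6 ng GST-GSK3beta enzyme per well | Reagent: 25 µM ATP with peptide substrate | Schedule: 60 min enzyme reaction, room temperature | Signal: Luminescent ADP-Glo measurement of ADP formed | Read-out basis: Score relative to plate controls | Control set: DMSO and 20 µM GW8510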
An asterisk follows results filed as active; i = inactive; · = no result given. These rows are one share of the data; rates above refer to the full screens.

SMILES | IEC-6 tox | HSF1 inh | KLF5 inh | HSF1 activator | aSyn 5UTR inh | AI-2 QS mod | PolyA inhibitor | HSP90 refold inh | GSK3A inh | GSK3beta inhib
CN(CC(=O)Nc1ccccc1Cl)C(=O)c1ccc(COc2ccccc2)cc1 | · | 13.4 | · | 19.1 | -34.7 | 27.0 | i | · | -0.2 | 1.3
CN(C)S(=O)(=O)c1cccc(-c2nnc(SCc3cc(Cl)cc4c3OCOC4)n2N)c1 | 8.1 | 4.1 | 1.5 | -6.6 | 13.6 | 19.2 | i | 3.2 | -0.4 | -1.8
c1ccc(CSc2ccc(-c3ccccn3)nn2)nc1 | 5.9 | 20.0 | -114.4 | 41.0 | -62.1 | 0.4 | i | 6.2 | -1.8 | -5.7
COC1CCN(Cc2c(C(=O)N3CCN(C4CCCCC4)CC3)nc3ccccn23)CC1 | -0.9 | -5.7 | -29.0 | -4.3 | -0.6 | 6.0 | i | -1.8 | 3.8 | 1.2
CC1CCCN(C(=O)CSc2nnc(-c3ccncc3)n2C)C1 (stereo unspecified) | -7.2 | -9.3 | -38.1 | -21.4 | 0.5 | 3.7 | i | -7.7 | 0.7 | 1.5
Cc1cc(/C=N/Nc2nc(N)ncc2[N+](=O)[O-])c(C)n1-c1ccccc1F | 4.7 | -3.5 | 77.5* | -7.1 | 72.7* | 15.2 | i | 77.8* | 3.6 | -3.1
CNC(=S)N1N=C(c2ccc(OC)cc2)CC1c1ccc(N(C)C)cc1 (stereo unspecified) | 2.0 | 17.2 | -19.1 | 22.5 | -35.4 | 28.7 | i | -2.5 | 0.0 | 2.3
CCOC(=O)N/N=C\c1sccc1C | 3.9 | -2.5 | -7.1 | 4.5 | -30.9 | 21.4 | i | 1.9 | -2.1 | -3.0
CC(Oc1ccccc1Br)C(=O)N1CCc2ccccc21 (stereo unspecified) | -3.8 | 14.2 | -15.4 | 20.0 | -42.4 | 16.7 | i | 1.9 | · | 0.0
CN1CCCN(C(=O)/C=C/c2ccc(Cl)cc2Cl)CC1 | -1.8 | -3.9 | -18.1 | 4.3 | -62.1 | 23.4 | i | -2.7 | 0.2 | -5.5
CCOC(=O)[C@@H]1[C@H]2COc3ccc(Br)cc3[C@@H]2N2C(=O)N(c3cccc(Cl)c3)C(=O)[C@]12C | · | 5.8 | · | -4.9 | 17.4 | 23.7 | i | · | -2.7 | 0.5
C=CCSc1nc(C)c2cc(C)cc(C)c2n1 | -6.6 | -3.7 | -2.9 | -4.6 | 18.1 | 1.2 | i | -1.6 | -0.6 | -1.5
COc1ccc(NC(=O)c2sc3nc(C)nc(N4CCN(c5ccccn5)CC4)c3c2C)c(OC)c1 | -5.3 | -1.6 | -5.2 | 6.1 | 15.1 | 29.3 | i | 1.0 | -1.6 | -0.9
CC(C)C(NC(=O)c1ccco1)C(=O)NCC(c1ccco1)N1CCCCC1 (stereo unspecified) | -0.5 | -0.3 | -10.5 | -1.4 | -16.3 | 6.3 | i | 1.0 | -0.6 | 1.7
CC(=O)OCCOc1nc(NC(C)C)nc(NC(C)C)n1 | -0.7 | 1.0 | -21.6 | -10.4 | 5.2 | 24.4 | i | 2.0 | -2.2 | 1.5
O=C(COc1ccccc1F)NNC(=O)Cc1ccc(S(=O)(=O)N2CCOCC2)s1 | · | 2.1 | · | -3.8 | -12.9 | · | i | · | -3.4 | ·
Cc1cc2c(s1)c1cnn(Cc3ccccc3F)c(=O)c1n2C | 4.5 | 4.1 | -8.5 | 3.6 | 4.6 | 15.5 | i | 5.6 | 3.4 | -1.8
O=C(Nc1cccc(F)c1)NC1(C(=O)N2CCOCC2)CCCCC1 | -6.6 | 0.1 | -43.3 | 3.1 | 20.1 | 19.7 | i | -8.3 | -8.1 | -1.4
O=C(C1=C(O)C(=O)N(Cc2ccco2)C1c1cccc([N+](=O)[O-])c1)c1ccco1 (stereo unspecified) | 2.5 | -0.6 | -30.0 | 4.5 | -10.2 | 10.9 | · | -3.1 | -4.2 | 7.1
O=C(Cc1ccccc1Cl)Nc1ccc(S(=O)(=O)Nc2nccs2)cc1 | -4.0 | 2.1 | 1.4 | -8.4 | 27.2 | -17.7 | i | -1.4 | -0.2 | 0.2
C/C=N/N(c1ccccc1)c1ccccc1 | -1.1 | -3.0 | 13.6 | 4.2 | 0.7 | 9.3 | i | -3.7 | · | -2.3
COCCn1c(SCC(=O)NC2CCCC2)nnc1-c1ccco1 | 1.3 | -3.7 | -17.2 | -2.2 | 15.1 | 8.7 | i | 5.7 | -0.8 | 0.9
COC(=O)/C(C#N)=C/c1c(N2CCCCCC2)nc2ccccn2c1=O | -11.3 | 2.8 | -37.2 | 4.6 | 13.4 | 10.5 | i | 0.0 | -0.9 | -3.1
O=C(O)c1cc(-c2ccccc2)on1 | 1.7 | -0.2 | -11.3 | -3.9 | -27.9 | -0.9 | i | -0.5 | -1.5 | -1.6
Cc1cccc(Cc2c(C)[nH]c(=O)c(C#N)c2C)c1 | 0.5 | 11.0 | -0.2 | 23.6 | 30.5 | 12.4 | i | 2.0 | -0.6 | 1.6

3 entries already listed, sorted by the number in HSF1 inh, largest number first:
| Compound | HSF1 inh |
| --- | --- |
| CC(Oc1ccccc1Br)C(=O)N1CCc2ccccc21 (stereo unspecified) | 14.2 |
| O=C(Cc1ccccc1Cl)Nc1ccc(S(=O)(=O)Nc2nccs2)cc1 | 2.1 |
| CCOC(=O)N/N=C\c1sccc1C | -2.5 |

(continued)
SMILES | IEC-6 tox | HSF1 inh | KLF5 inh | HSF1 activator | aSyn 5UTR inh | AI-2 QS mod | PolyA inhibitor | HSP90 refold inh | GSK3A inh | GSK3beta inhib
c1ccc(C(c2ccccc2)c2noc(CN3CCN(C4CCCC4)CC3)n2)cc1 | -5.3 | -7.1 | -2.7 | -8.3 | -24.1 | 12.3 | i | 1.7 | -3.3 | 2.4
CN(Cc1ccc(F)cc1)Cc1nc(-c2cnccn2)no1 | -4.1 | -0.6 | -9.5 | -3.8 | 8.9 | 19.0 | i | -1.3 | -2.6 | -4.2
CCc1cccc(N=c2c([N+](=O)[O-])nn(-c3ccc4c(c3)OCCO4)n2O)c1 | 5.9 | -7.6 | -4.3 | -19.7 | -0.5 | 14.0 | i | 2.2 | -3.7 | -6.3
CCOC(=O)C(CCCOc1cccc(OC)c1)C(=O)OCC | 5.6 | -4.2 | -18.0 | 4.8 | 0.8 | 16.8 | i | 0.5 | -4.7 | 1.9
COc1cccc(N/C=C/C(=O)c2ccc(C)cc2)c1 | 5.9 | 3.4 | -111.5 | 9.7 | -23.5 | 28.7 | i | 19.5* | 1.3 | -2.3
COc1nc(Oc2ccc(C(=O)OCC(N)=O)cc2)nc(N(C)C)n1 | -1.7 | · | -4.5 | · | -1.3 | 10.8 | i | 4.3 | 9.4 | -2.7
Cc1cccc(NC(=O)C[n+]2ccc(N(C)C)cc2)c1 | 1.3 | -1.9 | 1.0 | -11.6 | 2.6 | -25.6 | i | 4.2 | -2.2 | -4.6
COc1cc(/C=C/C(=O)Nc2ccc(C(C)=O)cc2)cc(OC)c1OC | -12.0 | -3.0 | 10.0 | 3.9 | 33.3 | -0.6 | i | -3.7 | 3.7 | 4.7
O=C(c1ccco1)N1CCN(S(=O)(=O)Cc2ccc(Cl)cc2)CC1 | 5.1 | -7.0 | 21.7 | -1.8 | -5.8 | 26.5 | i | 0.1 | -0.9 | 0.7
CCOC(=O)c1ccc(NC(=O)Nc2ncc(Cl)cc2Cl)cc1 | 5.8 | -41.9 | -38.9 | -47.9 | -32.3 | 4.3 | i | -1.1 | -1.4 | 1.9
O=C(O)Cc1cn(-c2ccccc2)nc1-c1ccccc1 | -4.4 | -5.0 | 1.8 | -11.1 | -0.9 | 39.8 | i | -1.8 | -3.0 | 2.6
CC(C)c1ccc(S(=O)(=O)Nc2ccc(O)c(Sc3ncn[nH]3)c2)cc1 | 7.1 | -0.9 | -18.4 | -0.9 | -0.1 | 4.4 | i | -5.6 | · | -0.2
CCNC(=S)NN=C1c2ccccc2-c2ccccc21 | -0.3 | 3.1 | -25.1 | 1.9 | 4.2 | 26.5 | i | -1.3 | 0.4 | 0.0
Cc1ccc2c(c1)N(C(=O)CCC(=O)NC1CCCCCC1)CCO2 | 1.3 | -0.1 | -16.8 | -8.9 | 10.3 | 7.3 | i | -4.4 | -2.0 | 5.0
CCC(C(=O)OCC(=O)Nc1ccc(C(N)=O)cc1)c1ccccc1 (stereo unspecified) | -8.8 | 0.7 | -8.8 | 6.1 | -5.1 | 11.0 | i | -2.0 | -1.9 | 2.1
COc1nc(N(C)S(=O)(=O)c2ccc(C)cc2)nc(C)c1Br | 4.4 | 1.2 | -20.1 | -26.5 | 10.9 | 12.9 | i | -2.0 | 0.7 | -0.5
COC(=O)Cc1c(C)nc2nc[nH]n2c1=O | 2.8 | -3.0 | 10.7 | -4.5 | 9.4 | 14.9 | i | 1.6 | 1.1 | 1.1
Cc1ccc(S(=O)(=O)N2CCN(C(=O)COC(=O)c3ccccn3)CC2)c(C)c1 | · | -21.0 | · | -36.7 | -0.3 | 20.7 | i | · | -4.0 | 0.2
COc1cccc(N=C(N)N)c1 | 0.0 | 0.0 | -15.8 | -0.7 | 16.1 | 18.4 | i | 3.2 | -3.5 | -3.9
CCn1c(=N)n(CC(=O)c2ccc(OC)cc2)c2ccccc21 | 16.1 | -0.5 | 1.9 | 0.1 | -23.4 | 3.2 | i | 3.2 | -0.2 | 5.5
O=C(COCc1nc2ccccc2c(=O)[nH]1)NC1CCCC1 | 1.3 | -1.7 | -14.6 | -1.2 | 17.4 | 16.9 | i | 0.6 | -1.2 | 0.0
O=C(NC1CCCCC1)C(c1cccnc1)N(C(=O)c1csnn1)c1ccccc1 (stereo unspecified) | 5.4 | 1.4 | -33.9 | 18.5 | -5.2 | 7.8 | i | -2.2 | -1.1 | 0.6
CN(C)C=Nc1nc2ccccc2nc1N1CCCC1 | -0.1 | 10.2 | 6.5 | 25.3 | 1.7 | 21.6 | i | 0.3 | -0.9 | -0.1
Cc1ccc(S(=O)(=O)N2CCCC2C(=O)Nc2ccc(O)cc2)cc1 (stereo unspecified) | -3.6 | -0.7 | -2.5 | 0.0 | 13.0 | 17.3 | i | -4.2 | -0.8 | -3.6
CCCC[n+]1c2ccccc2cc2ccccc21 | -4.6 | -11.0 | -26.0 | 7.9 | -1.0 | 7.2 | i | 4.2 | 1.5 | -3.9
Cc1cc(SCC(=O)c2ccccc2)n2nc(C)nc2n1 | 0.5 | 3.3 | -8.7 | 3.8 | 5.0 | 20.9 | i | -6.6 | -3.2 | -0.8
CC(C)CC(=O)NCCCN1CCN(CCCNC(=O)CC(C)C)CC1 | -0.7 | 0.7 | -1.5 | 4.4 | -8.3 | 1.9 | i | -0.8 | 0.3 | 0.2
COc1ccc(OC)c(NC(=O)COC(=O)C2CCN(C(=O)c3ccc(Cl)cc3)CC2)c1 | 7.8 | -1.3 | -16.1 | 6.6 | 15.3 | 27.6 | · | 3.1 | -3.2 | -2.4
